# AMA1-RON2 inh = inhibitors of Plasmodium falciparum AMA1-RON2 interaction. AlphaScreen AMA1-biotinylated RON2 peptide binding. Potency, µM (doses to about 58.2 µM), inactives show at the highest dose activity change, negative = inhibition, most hits filed as inhibitors. 360,000 tested, 0.2% active;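 also: potency is read from the fitted curve at half-maximal effect; 0% = vehicle wells and -100% = peptide control; nearly all actives have a fitted effect of over 45% in size; some results filed as inactive show a strong effect at the top dose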
#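 AMA1 (3D7) with his tag at 25 nM final met compounds first, then biotinylated RON2 peptide at 25 nM; detection used donor plus acceptor beads, 10 µg/mL apiece, read by AlphaScreen after 30 min at room temperature.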
# TbPYK inhibitor = T. brucei pyruvate kinase inhibition | Q57TT1 | TbPYK enzyme, Kinase-Glo Plus ATP luminescence, 45 min | Potency, µM (titrated, usually from 76.8 µM), without a hit: at the top dose activity, negative = inhibition, hits mostly inhibitors | 410,000 tested, 0.12% active | AID 624173; also: potency is read from the fitted curve at half-maximal effect; nearly all actives have a fitted effect of over 50% in size
#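 T. brucei PYK with substrate was exposed to pin-transferred compounds across a concentration series, then started with 130 uM ADP (final). After 45 min at room temperature, Kinase-Glo Plus luminescence was read, normalized and curve-fitted.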
# HCMV inh = blocks human cytomegalovirus replication | 410,000 tested, 4.5% active | activity change, negative = inhibition, % at 57.5 µM | HFF cells, HCMV-luciferase reporter, 72 h; hits give low values; in the data active = activity change below about -60%; inconclusive = no clear call, values can overlap the other calls; inactive = above about -39%
#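 Luciferase read-out from HCMV-luciferase-infected HFFs (MOI 1 PFU/cell) 72 h post infection at 37C; compounds added after 16 h cell attachment; activity normalized between buffer-only basal and Salinomycin (10uM) inhibitor controls.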
# Sm TGR inh = inhibitors of Schistosoma mansoni thioredoxin glutathione reductase. purified TGR, DTNB reduction, TNB absorbance 405 nm. 360,000 tested, 3% active. AID 485364. Potency, µM (highest dose often 114 µM), for the others: top-dose activity change, negative = inhibition, most hits filed as inhibitors; also: potency is read from the fitted curve at half-maximal effect; nearly all actives have a fitted effect of over 60% in size
#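 Kinetic colorimetric format: TGR-catalysed, NADPH-driven DTNB reduction monitored via TNB absorbance. Enzyme dispensed at 20 nM; compound exposure 15 min at room temperature before reaction start.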
# AmpC no deterg = AmpC beta-lactamase inhibition without detergent | AmpC nitrocefin hydrolysis, absorbance 480 nm, 0.0001% Triton | Potency, µM (doses to about 57.1 µM), inactives show top-dose activity change, negative = inhibition, most hits filed as inhibitors | 330,000 tested, 0.52% active | AID 485341;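 also: potency is read from the fitted curve at half-maximal effect; plate controls were no compound for no effect and no enzyme for full effect; nearly all actives have a fitted effect of over 20% in size; some results filed as inactive show a strong effect at the top dose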
# Target sequence (P00811 whole entry, looked up): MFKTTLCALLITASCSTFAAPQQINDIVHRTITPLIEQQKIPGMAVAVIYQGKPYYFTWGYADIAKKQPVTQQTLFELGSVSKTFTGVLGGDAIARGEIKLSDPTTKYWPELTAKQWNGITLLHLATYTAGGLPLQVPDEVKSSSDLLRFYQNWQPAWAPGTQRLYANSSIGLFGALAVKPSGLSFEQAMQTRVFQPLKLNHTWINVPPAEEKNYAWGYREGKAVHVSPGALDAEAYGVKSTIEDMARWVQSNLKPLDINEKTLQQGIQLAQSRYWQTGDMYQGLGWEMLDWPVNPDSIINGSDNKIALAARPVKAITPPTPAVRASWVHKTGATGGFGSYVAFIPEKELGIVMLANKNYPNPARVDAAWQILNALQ
#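 AmpC (5.3 nM in the dispensed reagent) in 20 mM phosphate pH 7.0 with 0.01% (detergent screen) or 0.0001% Triton X-100 was preincubated with compounds for 15 min at room temperature. Nitrocefin was then added from an 800 uM solution, and hydrolysis was followed at 480 nm.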
# AmpC inh detg = AmpC beta-lactamase inhibition with detergent present; AmpC hydrolysis of nitrocefin, absorbance 480 nm, 0.01% Triton; P00811; AID 485294; Potency, µM (series often up to 114 µM), for inactives: at the top dose activity change, negative = inhibition, actives largely listed as inhibitors; 370,000 tested, 0.041% active;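 also: potency is read from the fitted curve at half-maximal effect; 0% = no-compound wells and -100% = no-enzyme wells; nearly all actives have a fitted effect of over 25% in size; some results filed as inactive show a strong effect at the top dose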
#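 AmpC (5.3 nM in the dispensed reagent) in 20 mM phosphate pH 7.0 with 0.01% (detergent screen) or 0.0001% Triton X-100 was preincubated with compounds for 15 min at room temperature. Nitrocefin was then added from an 800 uM solution, and hydrolysis was followed at 480 nm.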
# LmPK inh = inhibitors of Leishmania mexicana pyruvate kinase; Q27686; purified LmPK, Kinase-Glo ATP luminescence, 1 h; Potency, µM (doses to about 57.5 µM), for inactives: at the highest dose activity change, negative = inhibition, actives largely listed as inhibitors; 290,000 tested, 0.37% active; AID 1721; also: potency is read from the fitted curve at half-maximal effect
# Target sequence (Q27686 whole entry, looked up): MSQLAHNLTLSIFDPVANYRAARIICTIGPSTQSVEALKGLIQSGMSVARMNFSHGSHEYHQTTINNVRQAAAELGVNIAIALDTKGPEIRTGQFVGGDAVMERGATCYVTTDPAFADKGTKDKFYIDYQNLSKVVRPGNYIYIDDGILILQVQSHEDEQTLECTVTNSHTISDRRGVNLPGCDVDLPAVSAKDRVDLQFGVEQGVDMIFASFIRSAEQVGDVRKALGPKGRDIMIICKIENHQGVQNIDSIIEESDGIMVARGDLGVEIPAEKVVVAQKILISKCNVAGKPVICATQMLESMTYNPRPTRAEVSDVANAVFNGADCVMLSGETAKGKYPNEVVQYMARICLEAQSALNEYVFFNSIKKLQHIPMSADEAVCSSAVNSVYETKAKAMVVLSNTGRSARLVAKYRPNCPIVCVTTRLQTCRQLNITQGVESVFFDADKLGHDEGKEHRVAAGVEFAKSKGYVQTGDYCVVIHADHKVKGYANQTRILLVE
#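 ATP generated from ADP (0.1 mM) and PEP (0.5 mM) by 0.1 nM LmPK over 1 h at room temperature (pH 7.2 imidazole buffer) was detected by coupled luciferase luminescence. Values were normalized to uninhibited and no-enzyme wells.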
# An asterisk follows results filed as active; ? = inconclusive; . = not tested or not shown; [ ] = remark or other dose. Unless noted, calls follow the shape of the dose curve; as a rule, active = well fitted curve in the direction sought with a large enough effect; inconclusive = small, poorly fitted or top-dose-only effect, or another doubt; inactive = no such curve, though single readings can be large; an effect the other way counts as inactive or inconclusive. Unless noted, % is scaled to controls: 0 for no effect and ±100 for the full control effect.
1. Cn1nc(C(=O)OCC(=O)Nc2ccc(Cl)cc2Cl)c2ccccc2c1=O
2. CC(C)(C)OC(=O)c1c(N)n(Cc2ccco2)c2nc3ccccc3nc12
3. CCOC(=O)N1CCN(c2c(NCCN(C)Cc3ccccc3)c(=O)c2=O)CC1
4. COc1cccc(/C=N/NC(N)=S)c1OCc1cccc(Cl)c1
5. CCCCNC(=O)c1c(N)n(Cc2ccc3c(c2)OCO3)c2nc3ccccc3nc12
6. CCn1cc(C(=O)OCC(=O)Nc2cccc(Cl)c2Cl)c(=O)c2ccc(C)nc21
7. Cc1cc(N2CCC(C)CC2)nc2ccc(N3C(=O)CCC3=O)cc12
8. CCNC(=S)N/N=C/c1ccccc1[N+](=O)[O-]

Compound | 1 | 2 | 3 | 4 | 5 | 6 | 7 | 8
AMA1-RON2 inh | 19% | 17% | 18% | 66%[activator] | -5% | 3% | -6% | 82%[activator]
TbPYK inhibitor | 4% | -7% | 0% | -2% | 3% | 0% | -1% | 3%
HCMV inh | -16 | 63 | 26 | ? | 55 | -8 | -11 | -4
Sm TGR inh | 0% | 28µM* | -12% | -16% | ? | -12% | 1% | 1%
AmpC no deterg | -8% | -7% | -2% | -53% | -9% | -21% | 3% | -1%
AmpC inh detg | 6% | ? | -8% | -1% | ? | -13% | -3% | ?
LmPK inh | . | 7% | 4% | 6% | 2% | 0% | 7% | -1%

9. c1cncc(CNC2CCCC2)c1
10. CC(=O)Nc1cccc(C(=O)NC2CCCc3c2cnn3-c2ccccc2F)c1 (stereo not drawn)
11. O=C(NCc1ccco1)c1nnc(Cc2ccc(Cl)cc2)o1
12. O=C(O)c1cccc(-c2ccccc2)c1O
13. COc1ccc(N2CCN(C(=O)CS(=O)Cc3nc(-c4ccc(OC)c(OC)c4)oc3C)CC2)cc1 (stereo not drawn)
14. CCOc1ccc(NC(=O)c2ccc(NC(=S)NC3CCCCC3)cc2)cc1
15. CN(C)C(=O)Oc1ccc(Br)c2ccccc12
16. COc1ccccc1/C=N/NC(=O)CC(=O)NCc1cccnc1

Compound | 9 | 10 | 11 | 12 | 13 | 14 | 15 | 16
AMA1-RON2 inh | -3% | -5% | -4% | -11% | -8% | 8% | 14% | -4%
TbPYK inhibitor | -2% | 0% | -6% | 1% | -3% | -4% | 2% | 0%
HCMV inh | -3 | -24 | 6 | -3 | 0 | -23 | -2 | 19
Sm TGR inh | 0% | 0% | -7% | . | -27% | . | 1% | -11%
AmpC no deterg | -6% | 0% | 3% | . | 78%[activator] | -19% | 3% | -8%
AmpC inh detg | -9% | 2% | ? | . | -3% | 1% | ? | -6%
LmPK inh | 0% | 5% | 0% | . | 4% | 1% | 3% | -2%

17. O=C(CN1CCOCC1)N/N=C/c1ccc(C(=O)O)cc1
18. O=C(Nc1c(Cl)cc(Cl)cc1C(=O)NCCN1CCOCC1)c1cccc([N+](=O)[O-])c1
19. Cc1ccc(Cn2c(C)c3cnn(CC(=O)NCc4ccccc4)c(=O)c3c2C)cc1
20. COc1cccc(N2CCN(C(=O)c3oc4ccccc4c3NC(=O)Cc3ccc(OC)c(OC)c3)CC2)c1
21. Cc1ccc(N(C)S(=O)(=O)c2cccc(C(=O)Nc3nnc(C4CC4)s3)c2)cc1
22. CCOC(=O)c1c(S(=O)(=O)N2CCCC(C(=O)NCc3ccc(Cl)cc3)C2)c(C)n(C)c1C (stereo not drawn)
23. CCOC(=O)c1c(-c2ccc(C)o2)csc1NC(=O)CN1CCCCC1
24. O=C(Cc1c(F)cccc1Cl)c1ccc(O)cc1O

Compound | 17 | 18 | 19 | 20 | 21 | 22 | 23 | 24
AMA1-RON2 inh | 13% | 15% | . | -14% | 13% | . | -5% | 0%
TbPYK inhibitor | -6% | -2% | 1% | -3% | 5% | -1% | 2% | -1%
HCMV inh | 218 | 0 | -5 | -3 | -34 | -11 | 1 | 6
Sm TGR inh | -1% | -5% | -8% | -11% | -6% | -7% | 8.9µM* | 5%
AmpC no deterg | 0% | 0% | . | 74%[activator] | -15% | . | -20%[11.4 µM] | -35%
AmpC inh detg | 1% | -7% | -4% | 0% | -5% | -6% | -1% | -5%
LmPK inh | 1% | -3% | . | -8% | -3% | . | 3% | 3%

# Compounds shown so far that contain fluorine (two):
10. CC(=O)Nc1cccc(C(=O)NC2CCCc3c2cnn3-c2ccccc2F)c1 (stereo not drawn)
24. O=C(Cc1c(F)cccc1Cl)c1ccc(O)cc1O

Compound | 10 | 24
AMA1-RON2 inh | -5% | 0%
TbPYK inhibitor | 0% | -1%
HCMV inh | -24 | 6
Sm TGR inh | 0% | 5%
AmpC no deterg | 0% | -35%
AmpC inh detg | 2% | -5%
LmPK inh | 5% | 3%

# Next records
25. CN=C(NC1CCCCC1)c1ccc([N+](=O)[O-])cc1
26. COc1ccc(/C=C/C(=O)Nc2cc(S(=O)(=O)N3CCOCC3)ccc2N2CCCC2)cc1OC
27. CCOCCCN(Cc1cc2cc(C)cc(C)c2[nH]c1=O)C(=O)N(CC)CC
28. O=C(O)/C=C/C(=O)Nc1ccc(Oc2ccc(NC(=O)/C=C/C(=O)O)cc2)cc1
29. Cc1nc(C(F)(F)F)ccc1C(=O)N1CCC1(C)C(=O)NS(=O)(=O)c1cccc(Cl)c1 (stereo not drawn)
30. C[C@@H]1C(=O)OC[C@H]1NC(=O)OCc1ccccc1
31. COc1ccccc1C(=O)NCC(=O)NCCC(c1ccccc1)c1ccccc1
32. CN(Cc1ccon1)C(=O)CC1C(=O)NCCN1Cc1cccc(Oc2ccccc2)c1 (stereo not drawn)

Compound | 25 | 26 | 27 | 28 | 29 | 30 | 31 | 32
AMA1-RON2 inh | -4% | -4% | -3% | . | -1% | 6% | -19% | 13%
TbPYK inhibitor | -10% | 2% | 6% | . | -5% | 1% | 12% | -7%
HCMV inh | -17 | 173 | 17 | . | -91* | 18 | -5 | 4
Sm TGR inh | -1% | 0% | 0% | 17% | . | 1% | 2% | ?
AmpC no deterg | -10% | 115%[activator] | 36% | -16% | . | -8% | 52% | 101%[activator]
AmpC inh detg | -4% | 3% | 2% | -7% | . | -11% | 0% | -2%
LmPK inh | -6% | -4% | 2% | -3% | . | . | . | 0%

33. CC(C)c1ccc(OCC(=O)N2CCCN(C)CC2)cc1
34. Cc1ccc(SCc2nc(-c3ccc(C(=O)NCC(C)c4ccccc4)cc3)oc2C)cc1 (stereo not drawn)
35. COc1ccc(CN2COc3ccc4c(-c5ccc(OC)cc5)cc(=O)oc4c3C2)cc1
36. CN(C(=O)c1ccc(=O)n(Cc2ccc(Cl)cc2)c1)c1ccccc1
37. CN(CC(=O)Nc1c(Cl)cccc1Cl)C(=O)CCC1CCCC1
38. CC(C)NC(=O)C1CCC(Cn2c(=O)c3sccc3n(Cc3ccc(F)cc3)c2=O)CC1 (stereo not drawn)
39. Cc1cc(C(=O)N/N=C/c2ccccc2Br)no1
40. O=C(CSc1nc2c(cnn2-c2ccc(F)cc2)c(=O)[nH]1)Nc1ccc(Br)cc1

Compound | 33 | 34 | 35 | 36 | 37 | 38 | 39 | 40
AMA1-RON2 inh | -4% | . | . | -8% | 1% | . | 21% | .
TbPYK inhibitor | 4% | -2% | -6% | -3% | 13% | -1% | 2% | -6%
HCMV inh | 36 | -9 | ? | -28 | -18 | 24 | 1 | 2
Sm TGR inh | 3% | -11% | ? | 18% | -4% | 2% | 0% | 0%
AmpC no deterg | 0% | . | . | 40% | 1% | . | -18% | .
AmpC inh detg | 0% | ? | 16% | 5% | -6% | 1% | ? | -7%
LmPK inh | -7% | . | . | 2% | -6% | . | -11% | .

41. Cc1ccc(C(=O)N2CCN(C)CC2)cc1S(=O)(=O)N1CCCCCC1
42. COc1ccc(Cl)cc1C(=O)NNC(=O)c1cccnc1
43. Cc1noc(NS(=O)(=O)c2ccc(NC(=O)c3oc4ccc(F)cc4c3C)cc2)c1C
44. COc1cc(C(=O)N2CCN(c3ccc([N+](=O)[O-])cc3)CC2)ccc1OCc1c(C)noc1C
45. CC(=O)c1ccc(N2CCN(C(=O)C3CCN(S(=O)(=O)c4ccc(Br)s4)CC3)CC2)cc1
46. CN(C)C(CNc1ncccn1)c1ccccc1 (stereo not drawn)
47. Cc1cc(O)ccc1NC(=O)Cc1cccc2ccccc12
48. CC12CC3CC(C)(C1)CC(C(=O)N1CCCC1)(C3)C2

Compound | 41 | 42 | 43 | 44 | 45 | 46 | 47 | 48
AMA1-RON2 inh | -9% | 4% | -3% | 0% | . | 9% | 6% | 1%
TbPYK inhibitor | -4% | 7% | 2% | -6% | 1% | -13% | -15% | 1%
HCMV inh | 12 | 1 | 12 | -27 | ? | -32 | -16 | 3
Sm TGR inh | -19% | -13% | 1% | 3% | 0% | 7% | . | 4%
AmpC no deterg | 5% | -23% | -23% | 3% | . | -22% | . | 26%
AmpC inh detg | 3% | -9% | 2% | 3% | 11% | -5% | . | -1%
LmPK inh | -10% | -2% | 3% | 0% | . | -3% | . | 5%

49. CC(C)(C)n1nc2c(c1NC(=O)COc1ccc(Cl)cc1)CSC2
50. Cc1nc(-c2ccc(C)c(N3CCN(C(=O)Nc4ccc(Br)cc4)CC3)c2)no1
51. Cc1cc2occ(CC(=O)NCc3cccs3)c2cc1C(C)C
52. CSc1sc2ccccc2[n+]1CCCS(=O)(=O)[O-]
53. O=C(O)c1cc(S(=O)(=O)NCC2COc3ccccc3O2)ccc1Cl (stereo not drawn)
54. Cn1ccnc1SCC(=O)c1ccc(C#N)cc1
55. CCn1nc(CC(=O)O)c2ccccc2c1=O
56. O=C(COC(=O)CNC(=O)c1cccc(OC(F)F)c1)NCc1ccc2c(c1)OCO2
57. CSc1nc(-c2ccccc2)nc(C(Cl)Cl)n1
58. Cc1ccc(SCc2c(C(=O)N/N=C/c3ccncc3)nnn2-c2nonc2N)cc1

Compound | 49 | 50 | 51 | 52 | 53 | 54 | 55 | 56 | 57 | 58
AMA1-RON2 inh | -5% | . | -6% | -1% | 19% | 7% | 39%[activator] | -8% | 0% | -8%
TbPYK inhibitor | 6% | -8% | 14% | ? | 1% | -7% | 7% | -4% | -2% | -3%
HCMV inh | . | -29 | 23 | -23 | 31 | -17 | 6 | -2 | -99* | -33
Sm TGR inh | -12% | 6% | 6% | -33% | . | -5% | 0% | . | ? | 1%
AmpC no deterg | -14% | . | -24% | -3% | -17% | -18% | -20% | -17% | -17% | -23%
AmpC inh detg | ? | 4% | -8% | ? | . | ? | 2% | . | ? | 0%
LmPK inh | 0% | . | 2% | 1% | . | 0% | 4% | . | -2% | 2%

# Screens deposited in PubChem by National Center for Advancing Translational Sciences (NCATS).
